E coli WT exp = growth inhibitors of E. coli BW25113 wild type; OD600 absorbance; growth inhibition, % at 100 µM; actives 0.15% (n = 98,000); AID 710;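 active = growth inhibition above about 50% at one test dose, limit read from the data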;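 also: growth measured after 20 h incubation at 37 °C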
ERb SRC1 inh = blocks coactivator binding to human estrogen receptor beta; Q92731; actives 1.3% (n = 86,000); inhibition, % at 25.6 µM; TR-FRET ER-beta LBD / SRC1-Cy5 peptide binding; receptor agonist-loaded with 1 µM estradiol;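 active = compounds whose percent inhibition of the receptor-coactivator binding signal exceeds about 50% in the single-dose screen, limit read from the data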;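 also: 0% = receptor plus peptide wells without compound and 100% = peptide-only wells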
PLAP act = activators of human placental alkaline phosphatase; AID 696; P05187; activation fold at 20 µM; purified PLAP enzyme, luminescent substrate read-out; stronger effect = higher value; actives 1.2% (n = 96,000); in the data active = activation fold above about 2
FAK blocker = FAK (human) kinase inhibition. biochemical FAK kinase activity assay. inhibition, %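 (tested at 7 µM)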. actives 0.84% (n = 97,000); in the data active = inhibition above about 19%;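 also: 0% = DMSO and 100% = reference compound high control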
Target sequence (Q05397 whole entry, looked up): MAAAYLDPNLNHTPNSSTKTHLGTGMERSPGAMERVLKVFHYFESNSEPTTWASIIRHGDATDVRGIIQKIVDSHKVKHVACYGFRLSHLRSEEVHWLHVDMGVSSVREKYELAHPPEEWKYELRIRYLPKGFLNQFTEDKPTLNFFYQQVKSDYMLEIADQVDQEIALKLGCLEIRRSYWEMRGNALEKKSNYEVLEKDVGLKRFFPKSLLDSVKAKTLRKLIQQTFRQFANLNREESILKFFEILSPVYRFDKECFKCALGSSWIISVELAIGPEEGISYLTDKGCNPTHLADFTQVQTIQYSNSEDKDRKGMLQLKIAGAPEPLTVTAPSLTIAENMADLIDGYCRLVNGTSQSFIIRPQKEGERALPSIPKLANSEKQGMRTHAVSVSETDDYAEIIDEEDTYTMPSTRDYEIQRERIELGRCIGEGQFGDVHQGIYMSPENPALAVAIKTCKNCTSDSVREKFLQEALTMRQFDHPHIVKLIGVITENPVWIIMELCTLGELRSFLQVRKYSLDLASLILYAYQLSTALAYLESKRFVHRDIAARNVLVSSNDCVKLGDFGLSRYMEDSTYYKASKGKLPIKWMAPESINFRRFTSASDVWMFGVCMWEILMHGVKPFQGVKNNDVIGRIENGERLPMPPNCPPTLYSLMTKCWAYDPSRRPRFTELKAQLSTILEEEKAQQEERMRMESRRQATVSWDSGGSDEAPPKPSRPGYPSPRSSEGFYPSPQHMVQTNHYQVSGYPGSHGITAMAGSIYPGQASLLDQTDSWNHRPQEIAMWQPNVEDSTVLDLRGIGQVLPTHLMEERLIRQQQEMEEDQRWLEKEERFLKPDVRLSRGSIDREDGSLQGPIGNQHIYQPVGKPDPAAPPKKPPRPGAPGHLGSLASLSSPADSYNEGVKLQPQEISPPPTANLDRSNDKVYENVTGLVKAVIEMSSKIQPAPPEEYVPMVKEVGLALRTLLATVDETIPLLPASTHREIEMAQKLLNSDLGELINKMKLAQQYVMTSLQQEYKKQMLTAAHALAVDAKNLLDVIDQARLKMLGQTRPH
MT1-MMP txn act = activates MT1-MMP transcription; HT1080 MT1-MMP promoter luciferase reporter, luminescence, overnight; stronger effect = higher value; activation factor at 10 µM; actives 0.16% (n = 86,000); AID 750;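 active = activation factor of at least 2 for MT1-MMP transcription at 10 µM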
ERa SRC1 pot = ER-alpha (human) coactivator binding potentiation | P03372 | actives 1.3% (n = 86,000) | AID 639 | TR-FRET ERalpha-LBD/SRC-Cy5 coactivator binding, 2 h; 100 = basal binding, no effect | coactivator binding (% of control), % at 25.6 µM; in the data active = activity above about 200%;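 also: binding measured in presence of low estradiol as agonist stimulus; 0% = peptide alone without receptor and 100% = receptor with peptide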
CD11b adhes inh = CD11b/CD18-fibrinogen binding inhibition; P05107+P11215; K562 CD11b/CD18 adhesion to fibrinogen, ATPlite luminescence; Mn2+ added to activate the integrin; inhibition, % at 10 µM; actives 0.54% (n = 93,000);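 active = primary inhibition of 50% or more at 10 µM, then 40% or more on retest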; also: some results filed as inactive read as strong as hits
Mac1 fbg enh = CD11b/CD18-fibrinogen binding enhancement. P05107+P11215. K562 CD11b/CD18 adhesion to fibrinogen, ATPlite luminescence. activation, % at 10 µM. actives 0.07% (n = 93,000);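 active = 10 µM primary screen giving 50% or more activity, confirmed by 40% or more on retest at that dose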; also: strong numbers were not always called active; reference of the scale not given here
ERa coact inh = blocks coactivator binding to human estrogen receptor alpha. P03372. TR-FRET ER-alpha LBD / SRC-1 peptide, estradiol-bound. inhibition, % at 25.6 µM. actives 1.7% (n = 86,000). AID 629; in the data active = inhibition above about 50%;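 also: 0% = receptor plus peptide control and 100% = peptide only without receptor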
* marks the source's active call; other numbers are inactive results; · = no result given; [ ] = remark or other dose.

SMILES	E coli WT exp	ERb SRC1 inh	PLAP act	FAK blocker	MT1-MMP txn act	ERa SRC1 pot	CD11b adhes inh	Mac1 fbg enh	ERa coact inh
COc1cc(C(Nc2ccc3c(c2)OCO3)C(=O)NC2CCCCC2)cc(OC)c1OC (stereo unspecified)	-2	6	1.2	0	1.1	93[fluorescence artefact?]	-37	15	5
Cc1ccc(/C=N/NC(=S)NC2CCS(=O)(=O)C2)cc1 (stereo unspecified)	5	·	1	9	·	·	-32	-4	·
O=C(O)c1ccc2cccc(Cl)c2c1O	0	-3	1.1	-1	1	96	2	7	-8[fluorescence artefact?]
CCN(CC)S(=O)(=O)c1ccc(S(=O)(=O)Nc2ccc(C(=O)N3CCCC3)cc2)cc1	-7	-3	1.3	-4	1.1	97	-10	-1	1
Cc1cc(NC(=O)c2ccc(N(C)S(=O)(=O)c3ccccc3)cc2)no1	0	-25[fluorescence artefact?]	1	-2	1.1	116	-7	-3	-17
CCC(Sc1nnc(-c2ccc(C)c(Cl)c2)n1CC)C(=O)Nc1nccs1 (stereo unspecified)	14	-1[fluorescence artefact?]	1.8	·	0.9	123	56*	-4	3
Nc1cc2ccccc2oc1=O	6	-9	0.9	0	1.1	92	-10	1	-14
O=C(Cn1ncc2c(=O)oc3ccccc3c21)N1CCc2ccccc2C1	7	3	·	·	1.1	103	·	·	-2
CCOc1ccc(S(=O)(=O)N2CCCCCC2)cc1	5	0[fluorescence artefact?]	1	1	1.2	93	8	-2	18
CCOc1ccc(C2Sc3ccccc3NC3=C2C(=O)OC3)cc1 (stereo unspecified)	5	-1	1.1	2	1.2	73	-15	4	-14
CCN(CC)CCCN1C(=O)C(O)=C(C(=O)c2ccc(C)o2)C1c1ccco1 (stereo unspecified)	·	-11	·	-1	1.1	135	·	·	-11
Cc1cc(C)n(CC(O)Cn2c3ccc(Cl)cc3c3cc(Cl)ccc32)c(=O)n1 (stereo unspecified)	-11	8	1.6	3	1.2	99[fluorescence artefact?]	6	6	5
CCCCCCNS(=O)(=O)c1ccc(Cl)s1	16	1	0.5	2	1.1	120	-15	2	8
CN(C)c1ccc(-c2noc(C3CCN(S(=O)(=O)c4cccc(C(=O)O)c4)CC3)n2)cc1	8	-4	1.2	7	1.2	77	·	·	-4
Cc1cc(C(=O)N2CCN(C/C=C/c3ccccc3)CC2)no1	5	-8	1.4	1	1.2	106	2	-1	-43
O=C(C1CCN(Cc2ccc(F)cc2)CC1)N(CCO)Cc1ccccc1	2	-8	1.5	-4	0.9	109	5	-1	-5
O=C1OCCC1Sc1nnc(-c2ccccc2)o1 (stereo unspecified)	5	-6[fluorescence artefact?]	1	-6	1	86	-5	-1	-7
COc1c2c(nc3occc13)C(CCC(C)(C)O)(OC)C(O)CC2 (stereo unspecified)	0	-3	1.2	-3	1.2	109[fluorescence artefact?]	-9	4	-5
N#C/C(C(=O)N1CCOCC1)=C1\Nc2ccccc2S1	-6	-13[fluorescence artefact?]	0.9	0	1.2	118[fluorescence artefact?]	-24	-1	42[fluorescence artefact?]
Cc1cc(C)c(C#N)c(SCCS(=O)(=O)Cc2ccc(Cl)cc2)n1	0	16[fluorescence artefact?]	1	-16	1.2	141[fluorescence artefact?]	2	-1	27[fluorescence artefact?]
CCCCNC(=O)CCNS(=O)(=O)c1ccc(Br)cc1	7	·	0.9	-1	·	·	-2	1	·
O=C(O)c1cccc(Cn2cc(Cl)cn2)c1	0	6	0.9	-4	1.1	105	10	-5	-2
Cc1cc(=O)n2ccccc2c1C#N	9	-6	1.1	-3	1.1	91	-32	4	6
Cc1ccc(S(=O)(=O)Cc2ccc(C(=O)NCc3ccc4c(c3)OCO4)o2)cc1	4	43	1.3	4	1	62[fluorescence artefact?]	15	-3	51*
COC(=O)Cn1c(=O)c2c(nc(Br)n2CC(=O)OC)n(C)c1=O	7	·	0.7	1	1.1	·	-23	5	·

Some of these compounds in order of count of non-hydrogen atoms, ascending:
SMILES	E coli WT exp	ERb SRC1 inh	PLAP act	FAK blocker	MT1-MMP txn act	ERa SRC1 pot	CD11b adhes inh	Mac1 fbg enh	ERa coact inh
O=C(O)c1cccc(Cn2cc(Cl)cn2)c1	0	6	0.9	-4	1.1	105	10	-5	-2
N#C/C(C(=O)N1CCOCC1)=C1\Nc2ccccc2S1	-6	-13[fluorescence artefact?]	0.9	0	1.2	118[fluorescence artefact?]	-24	-1	42[fluorescence artefact?]
Cc1cc(NC(=O)c2ccc(N(C)S(=O)(=O)c3ccccc3)cc2)no1	0	-25[fluorescence artefact?]	1	-2	1.1	116	-7	-3	-17

6 records picked at random from those above:
SMILES	E coli WT exp	ERb SRC1 inh	PLAP act	FAK blocker	MT1-MMP txn act	ERa SRC1 pot	CD11b adhes inh	Mac1 fbg enh	ERa coact inh
O=C(O)c1ccc2cccc(Cl)c2c1O	0	-3	1.1	-1	1	96	2	7	-8[fluorescence artefact?]
CCCCCCNS(=O)(=O)c1ccc(Cl)s1	16	1	0.5	2	1.1	120	-15	2	8
COc1c2c(nc3occc13)C(CCC(C)(C)O)(OC)C(O)CC2 (stereo unspecified)	0	-3	1.2	-3	1.2	109[fluorescence artefact?]	-9	4	-5
CCOc1ccc(C2Sc3ccccc3NC3=C2C(=O)OC3)cc1 (stereo unspecified)	5	-1	1.1	2	1.2	73	-15	4	-14
O=C(C1CCN(Cc2ccc(F)cc2)CC1)N(CCO)Cc1ccccc1	2	-8	1.5	-4	0.9	109	5	-1	-5
O=C(O)c1cccc(Cn2cc(Cl)cn2)c1	0	6	0.9	-4	1.1	105	10	-5	-2

(further entries)
SMILES	E coli WT exp	ERb SRC1 inh	PLAP act	FAK blocker	MT1-MMP txn act	ERa SRC1 pot	CD11b adhes inh	Mac1 fbg enh	ERa coact inh
NC(=O)COC(=O)c1ccc(S(=O)(=O)N2CCCCCC2)cc1	5	-2	0.9	-3	1.1	111	0	0	4
CCOC(=O)CC1=C(C(=O)OCC)C(c2ccc(OC)cc2OC)C(C#N)=C(N)O1 (stereo unspecified)	22	·	1.1	-2	1.1	·	18	-2	·
Cc1ccc(S(=O)(=O)c2ccc(Cl)cc2)cc1S(=O)(=O)N1CCOCC1	-10	-12	1.6	·	1.1	102	-9	0	-1
COc1ccc(CCN=C2SCC(=O)N2C)cc1OC	7	-28[fluorescence artefact?]	1.1	·	1.1	107	-13	-2	-25
CN(C)CCNC(=O)C1CCCNC1=O (stereo unspecified)	-3	-9	1.1	8	1.2	126	5	-1	-19
COc1ccccc1NC1=NCC(=O)N1Cc1ccccc1	2	·	0.9	2	1.1	·	·	·	·
O=C(CCS(=O)(=O)c1cccs1)N1CCN(c2ccc(F)cc2)CC1	-1	-13	1	-4	1.5	105	·	·	-13
CCOC(=O)C1CCN(C(=O)c2ccccc2N(C)S(C)(=O)=O)CC1	-3	-8	1.2	0	1.3	115	-16	-4	-9
COC(=O)c1cc(-c2ccc(OC)c(OC)c2)n[nH]1	4	-1[fluorescence artefact?]	1.8	-1	·	104	-24	1	3
CN(CCc1ccccn1)C(=O)Nc1ccc(F)cc1	13	-8	1	0	1.3	100	0	-3	-12
CCCCCCCc1c(C)nc(N2CCOCC2)[nH]c1=O	-4	0	0.9	-1	1.3	100	-12	-1	2[fluorescence artefact?]
O=C(COC(=O)c1ccccc1NC(=O)c1ccco1)Nc1ncc(Cl)cc1Cl	-2	20	1.2	4	1.3	115	11	-8	20[fluorescence artefact?]
CCCOC(=O)C1=C(C)NC2=C(C(=O)C(C(=O)OC)C(C)C2)C1c1ccc(N(C)C)cc1 (stereo unspecified)	4	-5	1.3	-2	1.3	116	·	·	-1
CCCSc1nnc(N2C(=O)CC(c3ccsc3)C3=C2CCCC3=O)s1 (stereo unspecified)	-13	-5	1	4	1.1	95[fluorescence artefact?]	2	2	-3
Cc1nc(-c2cccnc2)sc1C(=O)Nc1ccc(C(F)(F)F)cc1	-2	·	1	1	·	·	0	3	·
Cc1cc(=S)n(-c2ccccc2)n1C	1	-3[fluorescence artefact?]	0.7	6	1.1	134	-6	-2	-12
CC(=O)/C(=C/N(C)C)Sc1ccc(C)cc1	1	-17	0.9	-1	·	149	-3	-1	-3
O=C(O)CCc1ccc(-c2ccc(F)cc2)n1CC(=O)O	8	10	1.1	-2	1.1	100	-5	-3	7
COC(=O)c1cc(Br)c(=O)n(CCN2CCOCC2)c1	-4	·	1	0	1	·	-34	-2	·
O=CN1CCN(C(=O)c2ccccc2F)CC1	4	-1	1	-1	1.2	131[fluorescence artefact?]	-3	-7	-6
O=C(c1ccco1)N1CCN(c2nnc(-c3ccccc3)c3ccccc23)CC1	-2	-5	1.7	-1	1	85	-39	0	4
COC(=O)c1c(C)[nH]c(C(=O)OCC(=O)NCC(C)C)c1C	3	10	0.8	-1	1.1	65	-29	2	3
COc1ccc2[nH]cc(C(=O)CN3CCCCC3C)c2c1 (stereo unspecified)	-4	-4	1.1	-2	1.1	120	-4	2	-7
O=C(NCc1nc2ccccc2[nH]1)c1cccc(S(=O)(=O)N2CCCC2)c1	31	10	1	0	1	97	9	0	-4
Cc1cccc(NS(=O)(=O)Cc2ccccc2)n1	·	-6	·	0	1.3	92	·	·	23
(more compounds)
SMILES	E coli WT exp	ERb SRC1 inh	PLAP act	FAK blocker	MT1-MMP txn act	ERa SRC1 pot	CD11b adhes inh	Mac1 fbg enh	ERa coact inh
Cc1ccc2c(c1)N=C(c1ccc(F)cc1)CO2	-4	-13	1	-2	1.8	117[fluorescence artefact?]	16	-6	-5
COc1ccccc1N1CCN(Cc2ccc(O)c3ncccc23)CC1	34	·	·	-1	·	·	16	1	·
O=C(Cc1ccc(F)cc1)OCC(=O)c1cc2ccccc2o1	6	-11	0.9	-1	1.1	130	-8	-1	0
COCCn1c(SCC(=O)NCc2ccc3c(c2)OCO3)nnc1-c1c[nH]c2ccccc12	-5	-1	1.5	-6	1.1	110	-18	1	8
C[n+]1cnn2c1SCC1(COC1)C2	-1	0	0.9	5	1	120	-3	2	0
COc1cccc(Cn2cccc(NC(=O)Nc3ccc(C#N)cc3)c2=O)c1	-2	1[fluorescence artefact?]	0.9	2	1.1	115	14	-9	-8
O=C(CCN1C(=O)c2ccccc2S1(=O)=O)N1CCN(c2ccccc2)CC1	0	-4	0.9	0	0.9	103	17	-1	-6

Results in Mac1 fbg enh, for four of the compounds above:
Molecule | Mac1 fbg enh
COc1ccccc1N1CCN(Cc2ccc(O)c3ncccc23)CC1 | 1
O=C(Cc1ccc(F)cc1)OCC(=O)c1cc2ccccc2o1 | -1
COCCn1c(SCC(=O)NCc2ccc3c(c2)OCO3)nnc1-c1c[nH]c2ccccc12 | 1
C[n+]1cnn2c1SCC1(COC1)C2 | 2
